GSK3 alpha inh: blockers of GSK3A enzyme activity – biochemical, luminescence, cell-free homogeneous, HTS, primary screen | inhibition, % at 10 µM | Glycogen synthase kinase-3 alpha (Homo sapiens), P49840 | GSK-3 alpha kinase, ADP-Glo luminescence, 60 min | AID 2650, 2010 | actives 0.1% (n = 320,000);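 in the data active means inhibition above about 50%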;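 further: GST-tagged GSK-3 alpha with peptide substrate and 25 µM ATP; 0% = DMSO neutral wells and 100% = GW8510 positive control wells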
Target sequence (P49840 whole entry, looked up): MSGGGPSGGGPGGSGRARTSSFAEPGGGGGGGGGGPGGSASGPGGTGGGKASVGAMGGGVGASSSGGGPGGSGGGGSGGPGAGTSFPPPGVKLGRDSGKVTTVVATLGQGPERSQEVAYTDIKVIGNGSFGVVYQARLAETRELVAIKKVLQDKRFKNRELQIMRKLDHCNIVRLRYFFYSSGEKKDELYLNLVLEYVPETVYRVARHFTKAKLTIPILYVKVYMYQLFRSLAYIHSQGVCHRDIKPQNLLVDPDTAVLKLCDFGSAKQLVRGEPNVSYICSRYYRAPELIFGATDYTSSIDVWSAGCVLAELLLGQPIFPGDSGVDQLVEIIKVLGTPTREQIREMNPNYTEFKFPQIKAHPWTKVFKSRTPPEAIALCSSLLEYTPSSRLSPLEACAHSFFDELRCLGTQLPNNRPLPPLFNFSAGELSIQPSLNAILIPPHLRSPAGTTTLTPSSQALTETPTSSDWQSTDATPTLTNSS
IEC-6 tox: cytotoxicity in IEC-6 intestinal epithelial cells, primary screen, cytotoxicity control for KLF5 inhibitor project, cell-based, luminescence; IEC-6 cytotoxicity, luminescence viability; actives 0.78% (n = 290,000); inhibition, % at 5 µM; in the data active means inhibition above about 22%;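 further: 0% = plate median of test compound wells and 100% = cytotoxic reference compound wells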
HSF1 activator: HSF-1 activators, primary screen, NIH3T3-HGL cells, MG132 stress, luminescence, single point; actives 1.7% (n = 300,000); AID 504408, 2011; NIH3T3-HGL HSF-1 luciferase reporter, 8 h; 100% = twice DMSO control signal; activation, % at 9 µM;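 active means mean replicate activation of at least 50% with a set share of replicates each reaching 50%; inconclusive means only one of those two conditions met; inactive means mean below 50% and too few replicates reaching it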;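 further: 0% = median of the neutral control wells and 100% = twice that signal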
GSK3B inh: human GSK3beta kinase inhibitors, primary screen, biochemical, cell-free homogeneous, HTS | AID 2097, 2009 | GST-GSK3beta kinase, ADP-Glo luminescence, 60 min; active compounds read low | Glycogen synthase kinase-3 beta (Homo sapiens), P49841 | activity score (negative = inhibition), % at 10 µM | actives 0.038% (n = 300,000);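 active means more than half of replicate wells score below -50%, meaning over 50% inhibition versus plate controls; inconclusive means some replicates but at most half score below -50%; inactive means no replicate scores below -50%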;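 further: 0% = median DMSO wells and -100% = median GW8510 positive control wells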
Target sequence (P49841 whole entry, looked up): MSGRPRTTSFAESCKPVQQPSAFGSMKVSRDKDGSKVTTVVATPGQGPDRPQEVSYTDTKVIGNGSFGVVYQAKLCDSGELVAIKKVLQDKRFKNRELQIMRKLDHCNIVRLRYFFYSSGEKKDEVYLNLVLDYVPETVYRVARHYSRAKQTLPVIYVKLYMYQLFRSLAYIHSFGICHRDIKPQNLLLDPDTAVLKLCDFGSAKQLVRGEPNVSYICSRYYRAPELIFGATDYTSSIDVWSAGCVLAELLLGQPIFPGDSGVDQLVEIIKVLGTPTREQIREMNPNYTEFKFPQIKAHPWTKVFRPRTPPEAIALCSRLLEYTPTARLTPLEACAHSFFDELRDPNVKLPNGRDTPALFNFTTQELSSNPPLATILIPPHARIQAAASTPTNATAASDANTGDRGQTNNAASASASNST
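test system = GST-tagged human GSK3beta kinase, cell-free | reagent = 25 µM ATP with peptide substrate | dosing = one dose of 10 µM per compound | schedule = 60 min reaction, RT | detection = luminescent ADP-Glo measurement of ADP formed | control set = DMSO neutral wells and GW8510 at 20 µM as positive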
aSyn 5UTR inh: MLPCN primary screen, SNCA 5' untranslated region | inhibition, % (tested at 7.5 µM) | AID 1813, 2009 | alpha-synuclein 5'UTR reporter, inhibitor activity | actives 0.82% (n = 300,000); in the data active means inhibition above about 60%; inconclusive means no clear call, values can overlap the other calls;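 further: H4 neuroglioblastoma cells stably carrying SNCA 5'UTR luciferase fusion; 0% = DMSO wells and 100% = positive control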
HSF1 inh: HSF1 inhibitors in luciferase reporter cells, primary screen, cell-based, NIH3T3, luminescence. NIH3T3-HGL HSE-luciferase, MG132-induced, luminescence 8 h; active compounds read low. activity change, negative = inhibition, % at 7.5 µM (by protocol). actives 0.77% (n = 300,000);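 active means more than half of replicate wells show activity change below -50%, luminescence cut by over half; inconclusive means some wells, but at most half, below -50%; inactive means no replicate well below -50%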;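 further: luciferase reports HSF-1 transcriptional activity via heat shock element; 0% = median of DMSO wells and -100% = zero luminescence signal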
HIF act: HIF pathway transcriptional activators, primary screen, cell-based, U2OS HRE-luciferase, luminescence | activation, % at 7.5 µM (by protocol) | U2OS HRE-luciferase reporter; normalized: DMSO 0%, desferrioxamine 100% | actives 0.32% (n = 300,000) | AID 1910, 2009;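 active means mean activation of at least 10% of the iron chelator positive control signal, with at least half of replicates also reaching 10%; inconclusive means mean and replicate majority disagree about reaching 10%; inactive means mean and most replicates under 10%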
AI-2 QS mod: Vibrio harveyi AI-2 quorum sensing modulators, primary screen, JMH597 strain, luminescence/OD600 ratio; Vibrio harveyi JMH597 AI-2 luminescence/OD600 ratio, 9 h; active compounds read low; strain lacks LuxN and CqsS sensors; 0 = neutral-control median; activity change, % at 7.5 µM; actives 0.4% (n = 300,000); AID 2094, 2009; in the data active means activity change below about -75%, passing the limit was not always enough; inconclusive means no clear call, values can overlap the other calls;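 further: luminescence divided by OD600 gain over 9 h not by final OD600 alone; inactives centre near 13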
HSP90 inh: HSP90 inhibitors, primary screen, cell lysate, luminescence; Heat shock protein HSP 90 (rabbit reticulocyte lysate; luciferase refolding); Rabbit reticulocyte lysate, luciferase refolding luminescence, 3 h; inhibition, % at 5.6 µM; actives 0.91% (n = 290,000);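 active means inhibition above the screen-wide mean plus 3 SD, computed separately per campaign, cut at about 16% in these data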;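 further: 0% = DMSO wells and 100% = 60 µM geldanamycin wells; inhibitors lower the luminescence because luciferase stays unfolded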
KLF5 inhibitor: KLF5 expression inhibitors, primary screen, DLD-1 cells, luminescence | inhibition, % at 5 µM | DLD-1 KLF5 promoter-luciferase reporter | actives 0.23% (n = 290,000);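 active means inhibition above a per-plate limit of that plate's mean compound inhibition plus 3 SD, cut at about 60% in these data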;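 further: 0% = DMSO wells and 100% = LY294002 at 200 µM; higher means less KLF5 promoter-driven luciferase light; inactives centre near -14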
* marks the source's active call; other numbers are inactive results.

What do the screens show for `O=C(c1cc(COc2ccc(F)cc2Cl)on1)N1CCCCC1c1cccnc1` (stereo not drawn)?
GSK3 alpha inh: -1.0; IEC-6 tox: -1.8; HSF1 activator: -16.1; GSK3B inh: 0.9; aSyn 5UTR inh: -55.4; HSF1 inh: 3.8; HIF act: 1.2; AI-2 QS mod: 25.8; HSP90 inh: 10.1; KLF5 inhibitor: -32.3

Results for CCN(CC)CCNc1ncnc2c1sc1nc(N3CCOCC3)c3c(c12)CCCC3 ?
GSK3 alpha inh: 6.8; IEC-6 tox: 1.5; HSF1 activator: 3.9; GSK3B inh: 0.0; aSyn 5UTR inh: 1.6; HSF1 inh: -5.1; HIF act: 0.9; AI-2 QS mod: -18.6; HSP90 inh: -1.1; KLF5 inhibitor: -2.0

What do the screens show for `CCc1ccc(N(C(=O)c2csnn2)C(C(=O)NC2CCCC2)c2cccnc2)cc1` (stereo not drawn)?
GSK3 alpha inh: -1.2; IEC-6 tox: -2.8; HSF1 activator: -11.8; GSK3B inh: 4.7; aSyn 5UTR inh: -21.4; HSF1 inh: 2.1; HIF act: -0.6; AI-2 QS mod: 45.7; HSP90 inh: -4.3; KLF5 inhibitor: -13.7

What do the screens show for `Cc1ccc(C)c(NS(=O)(=O)c2c(C)nn(C)c2C)c1`?
GSK3 alpha inh: -1.5; IEC-6 tox: -9.0; HSF1 activator: 2.2; GSK3B inh: -1.3; aSyn 5UTR inh: 14.3; HSF1 inh: -6.0; HIF act: 0.9; AI-2 QS mod: 4.0; HSP90 inh: 2.2; KLF5 inhibitor: 3.4

What do the screens show for `CN1c2ccccc2N(C)C1(C)c1ccccc1`?
GSK3 alpha inh: 4.4; IEC-6 tox: -1.2; HSF1 activator: 9.2; GSK3B inh: -0.6; aSyn 5UTR inh: -9.0; HSF1 inh: 5.3; HIF act: -0.2; AI-2 QS mod: 30.5; HSP90 inh: 1.8; KLF5 inhibitor: -8.4

Results for O=C(Nc1ccc(Cl)cc1)N(Cc1cccs1)Cc1cccs1 ?
GSK3 alpha inh: 1.3; IEC-6 tox: -1.2; HSF1 activator: 25.4; GSK3B inh: 1.6; aSyn 5UTR inh: -2.5; HSF1 inh: 13.3; HIF act: 0.5; AI-2 QS mod: 13.1; HSP90 inh: 6.2; KLF5 inhibitor: -18.5

What do the screens show for `O=C(NCc1cccs1)C1CC(=O)N(c2ccccc2)C1` (stereo not drawn)?
GSK3 alpha inh: -0.5; IEC-6 tox: -5.4; HSF1 activator: 3.2; GSK3B inh: 2.8; aSyn 5UTR inh: 7.3; HSF1 inh: -1.2; HIF act: -0.5; AI-2 QS mod: 25.1; HSP90 inh: -0.5; KLF5 inhibitor: -13.6

How did O=C(c1cccc(NS(=O)(=O)c2ccccc2)c1)N1CCCC1 do in these assays?
GSK3 alpha inh: -1.9; IEC-6 tox: 4.1; HSF1 activator: 10.5; GSK3B inh: 3.3; aSyn 5UTR inh: 23.1; HSF1 inh: 0.3; HIF act: -0.4; AI-2 QS mod: -17.2; HSP90 inh: -0.6; KLF5 inhibitor: -15.6

Results for Cc1cc2nn(-c3ccc(F)cc3)nc2cc1N ?
GSK3 alpha inh: -1.0; IEC-6 tox: -3.2; HSF1 activator: 36.5; GSK3B inh: -1.3; aSyn 5UTR inh: 39.9; HSF1 inh: 21.7; HIF act: 4.2; AI-2 QS mod: 12.9; HSP90 inh: 1.2; KLF5 inhibitor: -51.5

Results for CCOC(=O)C1C(c2ccccc2O)NC(=O)NC1(O)C(F)(F)F (stereo not drawn) ?
GSK3 alpha inh: -0.2; IEC-6 tox: 6.7; HSF1 activator: 4.6; GSK3B inh: 3.6; aSyn 5UTR inh: -7.3; HSF1 inh: -3.1; HIF act: -1.4; AI-2 QS mod: 3.3; HSP90 inh: -0.1; KLF5 inhibitor: 4.5

How did Cc1nn(CC(=O)Nc2ccc(S(N)(=O)=O)cc2)c(=O)c2ccccc12 do in these assays?
GSK3 alpha inh: -0.2; IEC-6 tox: 0.0; HSF1 activator: 16.9; GSK3B inh: 1.5; aSyn 5UTR inh: -14.2; HSF1 inh: -1.6; HIF act: -8.5; AI-2 QS mod: -83.9*; HSP90 inh: -0.1; KLF5 inhibitor: 3.2

What do the screens show for `CCn1c(N2CCN(CC(=O)c3c(C)n(C)c4ccc(OC)cc34)CC2)nc2c1c(=O)[nH]c(=O)n2C`?
GSK3 alpha inh: 1.9; IEC-6 tox: 5.3; HSF1 activator: -14.3; GSK3B inh: 9.2; aSyn 5UTR inh: 13.4; HSF1 inh: -9.1; HIF act: -0.4; AI-2 QS mod: 14.2; HSP90 inh: 3.2; KLF5 inhibitor: 0.8

Results for COCCNC(=O)c1c[nH]c2ccc(S(=O)(=O)N(C)c3ccc(C)c(C)c3)cc2c1=O ?
GSK3 alpha inh: 0.1; IEC-6 tox: 19.7; HSF1 activator: 13.5; GSK3B inh: -2.0; aSyn 5UTR inh: -21.4; HSF1 inh: 1.8; HIF act: 0.2; AI-2 QS mod: -10.2; HSP90 inh: 2.9; KLF5 inhibitor: -11.6

What do the screens show for `OC1(C2(O)CC(c3ccccc3)ON2)CCCCC1` (stereo not drawn)?
GSK3 alpha inh: -0.6; IEC-6 tox: 1.1; HSF1 activator: 11.4; GSK3B inh: 0.4; aSyn 5UTR inh: -2.8; HSF1 inh: 10.4; HIF act: 0.0; AI-2 QS mod: -0.1; HSP90 inh: -3.2; KLF5 inhibitor: -25.3

Results for CC(=O)c1sc(=S)n(-c2ccc(Cl)cc2)c1C ?
IEC-6 tox: -4.5; HSF1 activator: 1.6; GSK3B inh: -2.8; aSyn 5UTR inh: -8.4; HSF1 inh: -5.2; HIF act: -0.2; AI-2 QS mod: -0.5; HSP90 inh: -0.5; KLF5 inhibitor: -31.2

Results for c1cncc(-c2nn[nH]n2)c1 ?
IEC-6 tox: 0.1; HSF1 activator: -1.2; GSK3B inh: 1.3; aSyn 5UTR inh: -14.7; HSF1 inh: -4.8; HIF act: 0.2; AI-2 QS mod: 15.1; HSP90 inh: -1.8; KLF5 inhibitor: 9.7

Results for COc1ccc(/C=N/NC(=S)Nc2ccccc2)cc1 ?
GSK3 alpha inh: 0.5; IEC-6 tox: 0.2; HSF1 activator: 37.3; GSK3B inh: 1.4; aSyn 5UTR inh: -71.5; HSF1 inh: 24.8; HIF act: 5.3; AI-2 QS mod: 5.1; HSP90 inh: 3.0; KLF5 inhibitor: -110.3

How did Cc1cccc(OC(=O)c2cn(C)nc2C(F)(F)F)c1C do in these assays?
GSK3 alpha inh: -1.4; IEC-6 tox: -2.8; HSF1 activator: -20.6; GSK3B inh: -0.3; aSyn 5UTR inh: 8.0; HSF1 inh: -0.6; HIF act: -0.6; AI-2 QS mod: 21.6; HSP90 inh: -0.1; KLF5 inhibitor: -30.0

How did CN(C)CCNC(=O)C(=O)C1C(=O)Nc2ccccc21 (stereo not drawn) do in these assays?
GSK3 alpha inh: -8.0; IEC-6 tox: 6.6; HSF1 activator: -17.3; GSK3B inh: 0.7; aSyn 5UTR inh: -16.9; HSF1 inh: 0.9; HIF act: -0.2; AI-2 QS mod: 28.4; HSP90 inh: -1.1; KLF5 inhibitor: -5.7

How did CNC(=O)c1ccc(N(Cc2ccccc2C)S(C)(=O)=O)cc1 do in these assays?
GSK3 alpha inh: -0.1; IEC-6 tox: 3.6; HSF1 activator: 6.9; GSK3B inh: 2.6; aSyn 5UTR inh: 11.1; HSF1 inh: 1.1; HIF act: 0.1; AI-2 QS mod: 22.0; HSP90 inh: -0.1; KLF5 inhibitor: 4.6

What do the screens show for `COCCNC(=S)c1ccc(Br)cc1`?
GSK3 alpha inh: -2.7; IEC-6 tox: 14.1; HSF1 activator: -1.5; GSK3B inh: 2.0; aSyn 5UTR inh: -3.0; HSF1 inh: 1.8; HIF act: 0.3; AI-2 QS mod: 18.0; HSP90 inh: 5.6; KLF5 inhibitor: 16.2

Results for Nc1ccc(N2CCOCC2)c(Cl)c1 ?
GSK3 alpha inh: 1.5; IEC-6 tox: 3.5; HSP90 inh: -3.6; KLF5 inhibitor: -20.3

Results for S=C(Nc1ccccc1)N1CCOCC1 ?
GSK3 alpha inh: 3.8; IEC-6 tox: -1.1; HSF1 activator: -0.6; GSK3B inh: 0.0; aSyn 5UTR inh: 18.1; HSF1 inh: -2.5; HIF act: 0.6; AI-2 QS mod: inconclusive; HSP90 inh: -0.6; KLF5 inhibitor: -16.8

How did O=C(NCCc1ccccc1)C1CCN(S(=O)(=O)c2ccccc2)CC1 do in these assays?
GSK3 alpha inh: -5.3; IEC-6 tox: -6.2; HSF1 activator: -3.6; GSK3B inh: -0.6; aSyn 5UTR inh: 21.4; HSF1 inh: 0.2; HIF act: -0.1; AI-2 QS mod: -1.8; HSP90 inh: 0.1; KLF5 inhibitor: 7.7

Results for O=C(NNS(=O)(=O)c1ccccc1[N+](=O)[O-])c1ccncc1 ?
GSK3 alpha inh: -0.1; IEC-6 tox: -4.2; HSF1 activator: -4.3; GSK3B inh: 1.1; aSyn 5UTR inh: 14.0; HSF1 inh: -1.5; HIF act: -0.3; AI-2 QS mod: 52.7; HSP90 inh: -0.7; KLF5 inhibitor: 1.6

What do the screens show for `C/C(Cn1nnc2ccccc21)=N/OC(=O)c1c(F)cccc1F`?
GSK3 alpha inh: 2.1; IEC-6 tox: -2.7; HSF1 activator: -4.1; GSK3B inh: 2.8; aSyn 5UTR inh: -6.5; HSF1 inh: 3.0; HIF act: 0.2; AI-2 QS mod: 27.9; HSP90 inh: 3.3; KLF5 inhibitor: -44.3

Results for CC(=O)Nc1c(NC(=O)CC#N)[nH]c2c(c1=O)c(=O)n(C)c(=O)n2C ?
GSK3 alpha inh: -2.5; IEC-6 tox: 4.0; HSF1 activator: -5.7; GSK3B inh: -1.3; aSyn 5UTR inh: -23.4; HSF1 inh: -5.5; HIF act: 0.1; AI-2 QS mod: 10.7; HSP90 inh: 1.0; KLF5 inhibitor: -17.6

What do the screens show for `CC(=O)Nc1cccc(NC(=O)C2CCN(C(=O)c3ccco3)CC2)c1`?
GSK3 alpha inh: -1.3; IEC-6 tox: 2.7; HSF1 activator: -20.1; GSK3B inh: 0.6; aSyn 5UTR inh: -13.4; HSF1 inh: -9.5; HIF act: 0.0; AI-2 QS mod: 15.8; HSP90 inh: -1.4; KLF5 inhibitor: -11.3

Rows were taken by chance; 4.7% or so of the library scored in one or more.
